Bioassay records: PubChem, The Scripps Research Institute Molecular Screening Center
PME-1 primary: PME-1 inhibitors via competitive probe labeling, primary screen, biochemical, fluorescence polarization, FP-Rh probe, HTS. inhibition, % at 5.9 µM. 320,000 compounds, 0.53% hits. Protein phosphatase methylesterase 1 (Homo sapiens), Q9Y570. recombinant PME-1;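 active means inhibition above the campaign mean of all compounds plus 3 SD, cut at about 26% in these data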;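 further: competitive labeling of PME-1 active site by serine hydrolase directed probe; 0% = PME-1 with DMSO and 100% = wells lacking PME-1 enzyme; inhibitors block probe labeling so polarization falls and inhibition rises; many of its hits are not listed in these tables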
PAFAH1B2 inh: PAFAH1B2 enzyme inhibitors, primary screen, biochemical, fluorescence polarization, human | Platelet-activating factor acetylhydrolase IB subunit alpha2 (Homo sapiens), P68402 | 340,000 compounds, 1.2% hits | recombinant PAFAH1B2, FP-rhodamine activity probe | inhibition, % at 3.39 µM;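 active means inhibition above the mean of all tested compounds plus 3 SD, cut at about 24% in these data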;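 further: 0% = enzyme with DMSO and 100% = wells lacking PAFAH1B2; many of its hits are not listed in these tables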
LYPLA1 counter: LYPLA1 inhibitors, primary screen, counter-screen for PME1 inhibitor project, biochemical, fluorescence polarization, FP-Rh probe ABPP; Acyl-protein thioesterase 1 (Homo sapiens), O75608; recombinant LYPLA1; inhibition, % at 5.9 µM; 320,000 compounds, 0.16% hits; AID 2174, 2009;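 active means inhibition above the mean of all tested compounds plus 3 SD, set per campaign, cut at about 14% in these data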;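 further: inhibitors block serine hydrolase probe labeling of LYPLA1 so polarization falls; 0% = enzyme with DMSO and 100% = wells lacking LYPLA1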
PAFAH1B3 FP inh: PAFAH1B3 enzyme inhibitors, primary screen, biochemical, fluorescence polarization, human; recombinant PAFAH1B3, FP-rhodamine probe; 340,000 compounds, 0.28% hits; Platelet-activating factor acetylhydrolase IB subunit alpha1 (Homo sapiens), Q15102; inhibition, % at 3.39 µM; AID 492972, 2010;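 active means inhibition above the screen-wide average of all tested compounds plus 3 SD, cut at about 25% in these data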;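 further: 0% = enzyme with DMSO only and 100% = wells lacking PAFAH1B3 protein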
Target sequence (Q15102 whole entry, looked up): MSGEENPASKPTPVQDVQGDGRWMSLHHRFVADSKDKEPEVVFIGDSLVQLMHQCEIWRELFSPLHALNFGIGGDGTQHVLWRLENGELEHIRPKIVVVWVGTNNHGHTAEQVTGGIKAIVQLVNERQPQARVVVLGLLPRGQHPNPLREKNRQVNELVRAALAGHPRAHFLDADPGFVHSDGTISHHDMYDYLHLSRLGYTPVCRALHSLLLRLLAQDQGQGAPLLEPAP
GSTO1 inh: inhibitors of recombinant GSTO1, primary screen, counter-screen for RBBP9 inhibitor project, biochemical, fluorescence polarization. inhibition, % at 5.96 µM. activity-based probe fluorescence polarization. AID 1974, 2009. 300,000 compounds, 1.1% hits;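 active means inhibition above the campaign mean inhibition plus 3 SD, cut at about 35% in these data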;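 further: 0% = GSTO1-1 with DMSO and 100% = wells lacking GSTO1-1 enzyme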
pPAFAH inh: pPAFAH enzyme inhibitors, primary screen, biochemical, fluorescence polarization, human; recombinant pPAFAH, FP-rhodamine probe fluorescence polarization; inhibition, % at 3.39 µM; AID 463082, 2010; 330,000 compounds, 1.5% hits;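 active means inhibition above the mean inhibition across the screen plus 3 SD, cut at about 25% in these data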;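 further: inhibitors block binding of the rhodamine activity-based probe so polarization drops; 0% = enzyme with DMSO and 100% = wells lacking pPAFAH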
Target sequence (Q13093 whole entry, looked up): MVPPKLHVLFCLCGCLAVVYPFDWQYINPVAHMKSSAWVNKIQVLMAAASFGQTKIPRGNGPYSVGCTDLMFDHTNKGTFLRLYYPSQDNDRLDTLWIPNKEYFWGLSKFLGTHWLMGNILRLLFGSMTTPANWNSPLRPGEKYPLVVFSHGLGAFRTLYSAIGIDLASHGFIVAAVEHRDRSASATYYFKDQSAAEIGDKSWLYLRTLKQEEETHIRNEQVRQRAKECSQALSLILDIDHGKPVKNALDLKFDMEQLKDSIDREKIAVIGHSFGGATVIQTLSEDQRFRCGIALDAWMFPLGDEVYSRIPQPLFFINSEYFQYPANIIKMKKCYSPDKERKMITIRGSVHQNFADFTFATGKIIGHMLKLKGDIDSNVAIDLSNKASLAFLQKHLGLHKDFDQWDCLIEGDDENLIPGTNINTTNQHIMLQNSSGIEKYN
PAD4 inh: human PAD4 inhibitors, primary screen, biochemical, fluorescence polarization, 1536-well format | Protein-arginine deiminase type-4 (Homo sapiens), Q9UM07 | recombinant PAD4, RCA probe fluorescence polarization | inhibition, % at 6.36 µM | 330,000 compounds, 0.41% hits | AID 485272, 2010;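 active means percent inhibition above a cutoff equal to the mean of all tested compounds plus 3 SD, cut at about 15% in these data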;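 further: 0% = PAD4 with RCA probe and DMSO and 100% = probe without PAD4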
LYPLA2 counter: LYPLA2 inhibitors, primary screen, counter-screen for PME1 inhibitor project, biochemical, fluorescence polarization, FP-Rh probe ABPP; Acyl-protein thioesterase 2 (Homo sapiens), O95372; recombinant LYPLA2; inhibition, % at 5.9 µM; 320,000 compounds, 0.38% hits; AID 2177, 2009;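 active means inhibition above the screen-wide mean plus 3 SD, limit set per campaign, cut at about 26% in these data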;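 further: 0% = LYPLA2 with DMSO and 100% = wells lacking LYPLA2 enzyme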
Target sequence (O95372 whole entry, looked up): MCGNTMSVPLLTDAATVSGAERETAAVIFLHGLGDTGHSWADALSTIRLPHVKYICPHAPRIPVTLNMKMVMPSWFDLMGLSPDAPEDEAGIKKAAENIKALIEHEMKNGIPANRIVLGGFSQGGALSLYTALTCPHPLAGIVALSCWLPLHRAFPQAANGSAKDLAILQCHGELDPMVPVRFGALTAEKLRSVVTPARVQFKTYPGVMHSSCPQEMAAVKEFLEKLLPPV
PAFAH2 inh: PAFAH2 enzyme inhibitors, primary screen, biochemical, fluorescence polarization, human; 340,000 compounds, 0.99% hits; recombinant PAFAH2, FP-rhodamine activity probe; Platelet-activating factor acetylhydrolase 2, cytoplasmic (Homo sapiens), Q99487; inhibition, % at 3.39 µM;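 active means inhibition above the mean over all tested compounds plus 3 SD, cut at about 30% in these data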;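 further: inhibitors block probe labeling of enzyme so polarization drops; 0% = enzyme with DMSO and 100% = wells lacking PAFAH2 protein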
* hit, by the source's call; x = not tested or not shown.

SMILES	PME-1 primary	PAFAH1B2 inh	LYPLA1 counter	PAFAH1B3 FP inh	GSTO1 inh	pPAFAH inh	PAD4 inh	LYPLA2 counter	PAFAH2 inh
CCC(=O)N1N=C2C3CCN(CC3)C2C1c1ccccc1 (centres undefined)	0	0	-3	-6	0	-3	0	4	-4
O=C(C1CCCN(S(=O)(=O)c2cccc3nsnc23)C1)N1CCC2(CC1)OCCO2 (centres undefined)	2	x	-2	x	2	-1	0	-5	x
COc1ccc(C(=O)N2CCCC2=O)cc1	0	-4	0	-4	7	1	1	3	-2
COC(=O)Cn1cc(/C=C2\C(=O)NC(=O)N(c3ccc(OC)cc3)C2=O)c2ccccc21	3	4	1	2	2	-1	-5	0	11
Cn1cc(C(=O)N2CCOCC2)c2ccccc21	3	-1	2	4	-1	-6	2	-3	-6
O=P(O)(Oc1ccccc1)OC(c1ccccc1)C(F)(F)C(F)(F)F (centres undefined)	1	77*	0	4	7	1	-1	-2	11
CCn1c(O)c(C(c2ccccn2)c2c(O)n(CC)c(=S)[nH]c2=O)c(=O)[nH]c1=S	-7	5	2	-2	22	0	-2	3	8
Cc1ccccc1NC(=O)Cc1nc(COC(=O)Cc2ccccc2)cs1	18	1	40*	4	x	13	47*	47*	0
CCN1CC2([N+](=O)[O-])CC=C(Cl)C([N+](=O)[O-])(C1)C2 (centres undefined)	-8	0	0	5	0	-2	3	0	-2
O=C(NC1CCCCC1)[C@@H]1CC=C[C@@H]2CCN(Cc3ccccc3)C(=O)[C@@H]21	-8	1	1	10	4	-4	-2	-4	0
CN1C(=O)C(=Cc2ccccc2OS(=O)(=O)c2ccccc2)C(=O)N(C)C1=O	-5	3	3	-3	7	-2	1	1	-3
Cc1ccc2nc(C)n(-c3ccc(F)cc3)c(=O)c2c1	-1	x	0	x	5	-1	1	-2	x
O=[N+]([O-])c1ccc(Cl)c([N+](=O)[O-])c1	4	2	-3	-118	11	-3	2	-1	3
Cc1nn(Cc2ccccc2)c(C)c1C(=O)NCc1ccccc1F	3	5	-2	6	12	-1	-3	-4	2
COc1ccc(-[n+]2c(-c3ccccc3)cc(-c3ccccc3)cc2-c2ccccc2)cc1	-5	x	0	x	0	3	-3	4	x
CCOC(=O)C1CCN(C(C)C(=O)c2c(C)[nH]c3cc(C)ccc23)CC1 (centres undefined)	-3	3	3	3	-2	6	-3	8	3
CC(=O)OC1(c2ccccc2)CCN(C)CC1(C)C (centres undefined)	-2	10	4	0	5	2	-1	3	7
O=C(c1cc2c(s1)CCCCCC2)N1CCC2(CC1)OCCO2	-6	3	1	4	2	33*	-3	-1	25
COc1cc2c(cc1OC)C1[C@H]3C(=CC[C@H]1OC2O)CCN3C (some centres undefined)	x	3	x	6	x	-4	1	x	0
Nc1c(C(=O)NCCc2ccccc2)c2nc3ccccc3nc2n1CCN1CCOCC1	11	0	-5	3	10	14	-2	-6	4
Cc1nn(-c2ccccc2)c(C)c1NC(=O)COC(=O)Cc1ccccc1	4	7	2	3	9	47*	0	2	5
CCCCP(=O)(O)CCC(=O)O	-3	2	2	7	0	3	0	5	-1
COc1ccccc1Cn1c(SCC(=O)C(C)(C)C)nc2cc(C(=O)N3CCC4(CC3)OCCO4)ccc2c1=O	1	x	-4	x	1	3	-3	-6	x
O=C(Cc1ccccc1)OCCN1CCCCC1	2	7	-3	2	-4	1	4	-5	-7
CCCC(=O)Nc1cc(C(=O)N2CCC3(CC2)OCCO3)ccc1S(=O)(=O)c1ccc(C)cc1	-1	-1	-2	-2	5	2	-5	-1	4

An excerpt from further up, as a working copy:
SMILES	PME-1 primary	PAFAH1B2 inh	LYPLA1 counter	PAFAH1B3 FP inh	GSTO1 inh	pPAFAH inh	PAD4 inh	LYPLA2 counter	PAFAH2 inh
CCC(=O)N1N=C2C3CCN(CC3)C2C1c1ccccc1 (centres undefined)	0	0	-3	-6	0	-3	0	4	-4
O=C(C1CCCN(S(=O)(=O)c2cccc3nsnc23)C1)N1CCC2(CC1)OCCO2 (centres undefined)	2	x	-2	x	2	-1	0	-5	x
COc1ccc(C(=O)N2CCCC2=O)cc1	0	-4	0	-4	7	1	1	3	-2
COC(=O)Cn1cc(/C=C2\C(=O)NC(=O)N(c3ccc(OC)cc3)C2=O)c2ccccc21	3	4	1	2	2	-1	-5	0	11
Cn1cc(C(=O)N2CCOCC2)c2ccccc21	3	-1	2	4	-1	-6	2	-3	-6

Sorted by molecular weight (largest number first): some entries from above.
SMILES	PME-1 primary	PAFAH1B2 inh	LYPLA1 counter	PAFAH1B3 FP inh	GSTO1 inh	pPAFAH inh	PAD4 inh	LYPLA2 counter	PAFAH2 inh
CCCC(=O)Nc1cc(C(=O)N2CCC3(CC2)OCCO3)ccc1S(=O)(=O)c1ccc(C)cc1	-1	-1	-2	-2	5	2	-5	-1	4
O=C(NC1CCCCC1)[C@@H]1CC=C[C@@H]2CCN(Cc3ccccc3)C(=O)[C@@H]21	-8	1	1	10	4	-4	-2	-4	0
Cn1cc(C(=O)N2CCOCC2)c2ccccc21	3	-1	2	4	-1	-6	2	-3	-6

Next section
SMILES	PME-1 primary	PAFAH1B2 inh	LYPLA1 counter	PAFAH1B3 FP inh	GSTO1 inh	pPAFAH inh	PAD4 inh	LYPLA2 counter	PAFAH2 inh
CCCCNC(=O)NC(C(N)=O)P(=O)(OCC)OCC (centres undefined)	1	5	0	0	3	-2	-6	2	-6
CCCCCn1c(=O)c(C(=O)Nc2ccccc2Cl)c(O)c2ccccc21	0	-3	-1	6	0	3	3	6	0
Cc1cc(N2C(=O)CC(N3CCC(n4c(=O)[nH]c5ccccc54)CC3)C2=O)no1 (centres undefined)	-5	8	-4	3	-6	-7	5	-3	4
O=C1CN=C(c2ccccc2)c2oc3ccc(Br)cc3c2N1	-3	6	-4	5	-6	6	2	3	0
Cc1ccnc(-n2c(C)cc(C=C3C(=O)N(C)C(=S)N(C)C3=O)c2C)c1	-27	-2	-5	-4	-4	-4	-6	-15	-12
Clc1ccccc1C1NCc2ccccc2-n2cccc21 (centres undefined)	-8	-1	-4	13	5	5	1	-3	10
COC(=O)C(O)(c1ccc(NC(=O)c2ccccc2)cc1)C(F)(F)F (centres undefined)	1	-1	-1	1	2	-4	0	0	-2
CN1C(=O)/C(=C\c2ccc(N3CCCCCC3)cc2)C(=O)NC1=S	-7	0	1	-19	-6	7	-6	-2	-2
CC1(C)CN=C(Nc2ccccc2C(F)(F)F)S1	-1	3	0	4	4	3	6	-4	4
COC(=O)C1=C(c2ccccc2OCc2ccccc2)C[C@@H]2CC[C@H]1N2C(=O)NCc1ccc(Br)cc1	0	0	-4	5	x	0	0	-2	4
C=CCN1CC[C@@]2(C)c3cc(O)ccc3CC1[C@@H]2C	1	4	-4	-2	2	-1	-4	-1	1
CCN1CCN(C(=O)Cc2ccc(C)cc2)CC1	-1	-2	-1	5	-6	1	-2	-2	6
COC(=O)C1=C(c2c(C)noc2C)C[C@@H]2CC[C@H]1N2C(=O)NC(C)C	-3	0	-1	1	x	-1	-3	0	-4
Cc1ccc(S(=O)(=O)N2CCC(C(=O)N3CCC4(CC3)OCCO4)CC2)cc1	5	8	0	-2	-1	0	-3	3	-7
Cc1c(-c2cccc(Cl)c2)nc2ccccc2c1C(=O)N1CCC2(CC1)OCCO2	6	-4	2	8	1	10	3	1	-5
Fc1ccc2c(c1)nnn2C1CCN(Cc2ccccc2)CC1	-5	5	-5	7	9	2	-6	0	-6
CN1CCN(c2c(N)c(=O)oc3ccccc23)CC1	-1	-2	1	6	-4	-2	-5	-5	3
CC(C)CCC1(CCc2ccncc2)C(=O)NC(=O)NC1=O	3	1	3	5	5	0	0	-1	11
O=C(c1ccc2nc3ccc(Cl)cc3c(=O)n2c1)N1CCC2(CC1)OCCO2	1	2	-2	2	-8	1	3	-1	-1
O=C1NC(=O)N(c2ccccc2F)C(=O)/C1=C/c1cn(CC(=O)N2CCOCC2)c2ccccc12	-6	x	5	x	-5	-3	-6	-9	x
CCc1ccccc1NC(=O)CNC1CCCCC1	-1	7	3	8	5	-3	1	11	-2
CCCN1CC[C@@H]2c3cc(O)ccc3CC[C@@H]21	1	-1	0	3	-1	8	0	-2	-5
c1cc2c(cc1C1OCC3C(c4ccc5c(c4)OCO5)OCC13)OCO2 (centres undefined)	x	1	x	0	x	-1	-5	x	4
CCCCn1c(O)c(C(C)=NCCc2c[nH]c3ccccc23)c(=O)[nH]c1=O	7	6	1	11	7	6	-2	21	7
CC12CN3CC(C)(CN(C1)C3c1cccs1)C2 (centres undefined)	-4	7	-2	2	-1	1	-1	-3	5
SMILES	PME-1 primary	PAFAH1B2 inh	LYPLA1 counter	PAFAH1B3 FP inh	GSTO1 inh	pPAFAH inh	PAD4 inh	LYPLA2 counter	PAFAH2 inh
Cn1nnc(CC[N+](C)(C)C)n1	1	x	3	x	3	4	4	4	x
N=C1c2ccccc2CN1CC(=O)c1ccccc1	-4	9	2	-1	2	-4	8	2	6
Cc1ccccc1-n1c(O)c(/C=N/NC(=O)c2ccccc2O)c(=O)[nH]c1=S	-7	1	-1	7	-3	7	-7	-9	12
Cc1ccc(-c2cc(-c3ccc(C)cc3)[n+](-c3ccc(C(=O)[O-])cc3)c(-c3ccc(C)cc3)c2)cc1	2	7	-2	2	3	1	-8	-3	-4
O=S1(=O)CC2(N3CCOCC3)CCCCCCC21 (centres undefined)	6	4	-2	3	2	-2	1	-2	4
CCOC(=O)c1cc(CC)sc1/N=C/C1C(=O)NC(=S)NC1=O	-6	-23	-3	-47	-10	4	-3	-13	-45
CN1C(=O)CN=C(c2ccc(Cl)cc2)c2cc(Cl)ccc21	-3	-7	-1	3	0	6	4	3	-1
CCN(CC)CCCN=Cc1c(O)n(CCc2ccc(OC)c(OC)c2)c(=O)[nH]c1=O	4	4	1	7	2	-3	2	4	1

These rows are one share of the data, so the mix of outcomes need not match the whole.
